RNase H inhibition: RNase H inhibition, HIV 1 Gag Pol polyprotein, FRET biochemical assay, screening (AID 372); one-dose inhibition, % at 10 µM; IC50 in µM for titrated hits; 0.77% of 100,000 active; HIV-1 RT RNase H, FRET RNA/DNA substrate fluorescence; higher % means a stronger effect; in the data active = inhibition above about 50%
Starred values were filed as active, the others as inactive. These rows are one share of the data; the hit share may differ from the screen's.

cpd	SMILES	RNase H inhibition
1	CCc1ccc(/C(C)=N/Nc2nc(-c3ccccc3)cc(-c3ccccc3)n2)cc1	10.0%
2	Cc1c(C=C2C(=O)NC(=O)NC2=O)c2ccccc2n1Cc1ccc(Cl)cc1	28.0%
3	Cc1ccsc1/C=N/NC(=O)c1cccc(Cl)c1	4.0%
4	CCOC(=O)C1=C(CC)OC(N)=C(C#N)C1c1ccc(F)cc1 (stereo not drawn)	10.0%
5	COc1ccc(-c2nc3ccc(Br)cc3c(=O)o2)cc1	8.0%
6	Cc1ccc(NC2CC(C)Nc3cc(C)ccc32)cc1 (stereo not drawn)	9.0%
7	CCc1ccc(/C=C(/C#N)c2nc(-c3ccc(Br)cc3)cs2)cc1	4.0%
8	O=C(Nc1ccc([N+](=O)[O-])c(NC(=O)c2cccc(F)c2)c1)c1cccc(F)c1	26.0%
9	Cc1cc(C)c(NC(=O)c2ccc(Cl)cc2)c(C)c1	1.0%
10	CC1(C)CC(=O)c2c(oc3ccc(NS(=O)(=O)c4ccc(Br)cc4)cc23)C1	17.0%
11	CCc1cc(=O)oc2cc(OCC(=O)C(C)(C)C)ccc12	0.0%
12	FC(F)(F)c1ccccc1C=NN1CCN(Cc2ccccc2Cl)CC1	19.0%
13	COc1ccc(N=Cc2ccc(C)o2)cc1	18.0%
14	CCCCOc1ccc(N/C=C(\C#N)c2nc(-c3ccc(C)cc3)cs2)cc1	11.0%
15	O=C(COC(=O)C1CCCN1C(=O)Oc1ccccc1)c1ccc([N+](=O)[O-])cc1 (stereo not drawn)	14.0%
16	Cc1ccccc1NC1(c2ccccc2)C(=O)c2ccccc2C1=O	10.0%
17	Cc1ccc(OCC(=O)Nc2ccc(Cl)cn2)c(Br)c1	2.0%
18	O=C(Nc1ccccc1C#Cc1ccccc1)c1ccc(-c2ccccc2)cc1	0.0%
19	COc1cc(/C=C2/SC(=Nc3ccccc3)NC2=O)ccc1OCc1ccccc1[N+](=O)[O-]	26.0%
20	CCC(=O)NC(c1ccc(C)cc1)c1ccc2cccnc2c1O (stereo not drawn)	7.0%

The closing 2 compounds of the section above are carried over, then new ones follow:
cpd	SMILES	RNase H inhibition
19	COc1cc(/C=C2/SC(=Nc3ccccc3)NC2=O)ccc1OCc1ccccc1[N+](=O)[O-]	26.0%
20	CCC(=O)NC(c1ccc(C)cc1)c1ccc2cccnc2c1O (stereo not drawn)	7.0%
21	CCN1CCN(CC(O)COc2ccc(Cl)cc2C)CC1 (stereo not drawn)	3.0%
22	N#C/C(=C\c1ccc(-c2cccc(C(F)(F)F)c2)o1)C(=O)Nc1cccc2ncccc12	8.0%
23	COc1cc(OC)cc(C(=O)Nc2cccc(Cl)c2Cl)c1	0.0%
24	O=[N+]([O-])c1ccc(C=Nc2ccc3ccc4cccc5ccc2c3c45)cc1	11.0%
25	N#CSCCCCCOc1ccc(Cl)cc1	3.0%
26	CCOc1ccccc1N1CCN(C(=O)c2cc([N+](=O)[O-])ccc2Cl)CC1	6.0%
27	COc1ccccc1Cc1noc(-c2ccccc2Cl)n1	9.0%
28	CCOCCOC(=O)c1ccc(NC(=O)c2ccc(Br)cc2)cc1	0.0%
29	COc1ccc(C2/C(=C(\O)c3ccc(C)cc3)C(=O)C(=O)N2C)cc1 (stereo not drawn)	0.0%
30	O=C(N/N=C/c1cc([N+](=O)[O-])ccc1O)c1ccc(O)cc1	3.0%
31	COc1cccc(N2C(=O)/C(=C/c3c(Cl)cccc3Cl)SC2=S)c1	1.0%
32	COc1ccc2c(=O)c(Oc3ccccc3)c(C)oc2c1	1.0%
33	O=C(O/N=C(/c1ccccc1)c1ccncc1)c1ccc(Br)cc1	38.0%
34	C/C(=N\NC(=O)COc1ccc(Cl)cc1)c1ccc2ccccc2c1	15.0%
35	Cc1ccc(C)c(NCc2ccc3c(c2)OCO3)c1	13.0%
36	Cc1ccc(C)c(S(=O)(=O)Nc2ccc(OC(=O)c3ccc(Cl)cc3)cc2)c1	30.0%
37	CCOc1ccc(N2C(=O)/C(=C/c3ccc(OC)cc3)SC2=S)cc1	8.0%
38	CCOc1ccc(NC(=O)c2cc(C(=O)O)ccc2C(=O)O)cc1	19.0%
39	O=C(c1cc(-c2ccccc2)nc2ccccc12)N1CCOCC1	6.0%
40	O=C(N/N=C\c1ccc([N+](=O)[O-])o1)c1cccc(Br)c1	3.0%

Quoted at random: 5 entries already listed
cpd	SMILES	RNase H inhibition
3	Cc1ccsc1/C=N/NC(=O)c1cccc(Cl)c1	4.0%
20	CCC(=O)NC(c1ccc(C)cc1)c1ccc2cccnc2c1O (stereo not drawn)	7.0%
37	CCOc1ccc(N2C(=O)/C(=C/c3ccc(OC)cc3)SC2=S)cc1	8.0%
22	N#C/C(=C\c1ccc(-c2cccc(C(F)(F)F)c2)o1)C(=O)Nc1cccc2ncccc12	8.0%
1	CCc1ccc(/C(C)=N/Nc2nc(-c3ccccc3)cc(-c3ccccc3)n2)cc1	10.0%

Later entries
cpd	SMILES	RNase H inhibition
41	Cc1sc(NC(=O)C(Sc2ccccc2)c2ccccc2)c(C#N)c1C (stereo not drawn)	5.0%
42	CCc1ccc(CN/C=C/C(=O)c2ccc(Br)cc2)cc1	10.0%
43	CCC1(C)CC(CCN)(c2ccc(C)cc2)CCO1 (stereo not drawn)	13.0%
44	Clc1ccccc1COc1cccc(/C=N/Nc2nc(N3CCCCC3)nc(N3CCCCC3)n2)c1	18.0%
45	CC(O)CON1C(=O)c2ccccc2C1=O (stereo not drawn)	2.0%
46	CCCCc1ccc(-c2csc(/C(C#N)=C\c3ccc(Cl)cc3Cl)n2)cc1	19.0%
47	Cc1ccnc(NC(=O)/C=C/c2cccc([N+](=O)[O-])c2)c1	5.0%
48	Cc1ccc(-c2nc3cc(Cl)cc(Cl)c3o2)cc1NC(=O)COc1ccc([N+](=O)[O-])cc1	2.0%
49	CC(=O)Nc1c(Br)cc(C23CC4CC(CC(C4)C2)C3)cc1Br	4.0%
50	O=C1N=c2ccc([N+](=O)[O-])cc2=C1c1sc(=S)n(Cc2ccccc2)c1O	19.0%
51	Cc1ccccc1C1(c2ccccc2C)CC1C(=O)Nc1cccc(Cl)c1 (stereo not drawn)	6.0%
52	CC(=O)C12c3ccccc3C(c3ccccc31)C1C(=O)N(c3ccc4c(c3)OCO4)C(=O)C12 (stereo not drawn)	10.0%
53	O=C(Nc1nnc(Cc2ccc(Cl)cc2)s1)c1ccccc1F	7.0%
54	Cc1ccc(NC(=O)CCC(=O)O)c(C)c1	4.0%
55	O=C(O)c1nn2c(c1Cl)NC(c1ccccc1)CC2C(F)(F)F (stereo not drawn)	2.0%
56	O=C(NNS(=O)(=O)c1ccc(Cl)c([N+](=O)[O-])c1)c1ccccc1O	5.0%
57	O=C(NC(Nc1ccccc1)C(=O)c1cccs1)c1ccccc1 (stereo not drawn)	0.0%
58	O=S(=O)(Nc1ccc(F)c(Cl)c1)c1ccccc1Cl	0.0%
59	CCN(CC)CC#CCC(O)(c1ccccc1)c1ccccc1	5.0%
60	CCOC(=O)c1c(NC(=O)c2ccc(C)o2)sc2c1CCC(C)C2 (stereo not drawn)	8.0%

cpd	SMILES	RNase H inhibition
61	Cc1cc(NC(=O)c2cc(-c3ccccc3)nc3ccccc23)no1	15.0%
62	O=C1OC(c2ccc(Br)cc2)=N/C1=C\c1ccccc1	3.0%
63	O=C(Cn1cc(C=C2C(=O)NC(=O)NC2=O)c2ccccc21)Nc1ccc(F)cc1	2.0%
64	CCOc1cc(C2Oc3nc(SC)nnc3-c3ccccc3N2C(=O)CC)ccc1OC(=O)CC (stereo not drawn)	20.0%
65	c1c(C2CCCCC2)n[nH]c1CN1CCCCC1	4.0%
66	O=C1c2ccccc2C(=O)N1n1cnnc1	9.0%
67	CC(=O)c1ccc(NC(=O)c2ccc(-c3ccc([N+](=O)[O-])cc3)o2)cc1	8.0%
68	c1ccc(C2=NN(c3ccccc3)CC2)cc1	4.0%
69	COc1ccc(/C=C2\C(=O)N(c3nc(-c4cccc(Cl)c4)cs3)N=C2C)cc1	24.0%
70	COc1cccc(N2C(=O)/C(=C/c3ccccc3Cl)SC2=S)c1	0.0%
71	CCOc1c(Cl)cc(/C=C2\C(=O)NC(=O)N(C)C2=O)cc1Cl	19.0%
72	COc1ccccc1C(=O)N1CCN(C(=O)c2ccc([N+](=O)[O-])cc2)CC1	0.0%
73	Clc1ccc(OCCCCCN2CCOCC2)cc1	5.0%
74	Nc1nnc(SCC(=O)Nc2ccccc2[N+](=O)[O-])s1	0.0%
75	CCCCOC(=O)C1=C(C)NC(=O)NC1c1ccccc1 (stereo not drawn)	19.0%
76	O=C(Nc1ccc(-c2nc3ccccc3o2)cc1)c1ccco1	5.0%
77	CCOc1ccc(/C=C/C(=O)O)cc1OC	7.0%
78	CCOC(=O)/C(C#N)=C(\C)c1ccc([N+](=O)[O-])cc1	10.0%
79	CCOC(=O)c1c(NC(=S)NC(=O)c2ccc(OC(C)C)cc2)sc2c1CCCC2	20.0%
80	O=c1oc2cc(O)ccc2cc1-c1csc(-c2ccc(-c3ccccc3)cc2)n1	22.0%
81	C=CCOc1ccc(/C=N/NC(=O)CN(c2cccc(Cl)c2)S(=O)(=O)c2ccc(C)cc2)c(OCC=C)c1	17.0%
82	COc1ccc(S(=O)(=O)Nc2cccc3ccccc23)cc1Br	3.0%
83	c1ccc(-c2nnc(-c3cccnc3)o2)cc1	1.0%

Seven entries from above, arranged by count of non-hydrogen atoms, lowest first.
cpd	SMILES	RNase H inhibition
77	CCOc1ccc(/C=C/C(=O)O)cc1OC	7.0%
83	c1ccc(-c2nnc(-c3cccnc3)o2)cc1	1.0%
62	O=C1OC(c2ccc(Br)cc2)=N/C1=C\c1ccccc1	3.0%
71	CCOc1c(Cl)cc(/C=C2\C(=O)NC(=O)N(C)C2=O)cc1Cl	19.0%
72	COc1ccccc1C(=O)N1CCN(C(=O)c2ccc([N+](=O)[O-])cc2)CC1	0.0%
63	O=C(Cn1cc(C=C2C(=O)NC(=O)NC2=O)c2ccccc21)Nc1ccc(F)cc1	2.0%
64	CCOc1cc(C2Oc3nc(SC)nnc3-c3ccccc3N2C(=O)CC)ccc1OC(=O)CC (stereo not drawn)	20.0%
